NCI-60 one-dose screen, 48 h, at 10 µM unless noted. Numbers give growth in % (100 = growth as untreated, 0 = no growth, -100 = all killed).
OVCAR-3: OVCAR-3 ovarian cancer; 79,000 compounds, 7% hits; AID 1794787
OVCAR-8: OVCAR-8 ovarian cancer; 81,000 compounds, 4.4% hits
CAKI-1: CAKI-1 renal cancer; 75,000 compounds, 4.7% hits; AID 1794772
A498: A498 renal cancer cells | 76,000 compounds, 5.4% hits
OVCAR-5: OVCAR-5 ovarian cancer. 82,000 compounds, 2.9% hits. AID 1794783
ACHN: ACHN renal cancer; 81,000 compounds, 4.9% hits
RXF 393: RXF 393 renal cancer cells. 77,000 compounds, 6.9% hits. AID 1794773
OVCAR-4: OVCAR-4 ovarian cancer cells | 80,000 compounds, 3.7% hits
* hit, by the source's call; / = not tested or not shown; & = joins results of further samples. How the source made its calls: active means growth percent below 10; inactive means the rest.

Start of the data: the first 11 records (preview)
SMILES	OVCAR-3	OVCAR-8	CAKI-1	A498	OVCAR-5	ACHN	RXF 393	OVCAR-4
O=C(O)c1ccccc1Cc1ccccc1	126	95	86	116	100	100	87	148
CO[C@H]1CC[C@@]2(C)C(=CC[C@H]3[C@@H]4CC[C@H]([C@H](C)CCCC(C)C)[C@@]4(C)CC[C@@H]32)C1	118	106	97	76	101	94	117	103
COc1ccc2[nH]c(=O)c(C3C4=C(CC(C)(C)CC4=O)Nc4c3c(C)nn4-c3ccccc3)cc2c1 (stereo not drawn)	101	98	102	104	105	97	99	91
CC(C)C(C(=O)N(C)CC(O)c1ccc(O)cc1)N1C(=O)/C(=C/c2ccc(Br)cc2)SC1=S (stereo not drawn)	93	90	98	97	116	110	92	81
Cc1ccnc(NS(=O)(=O)c2ccc(N=Nc3ccc(O)c4ncccc34)cc2)n1	96	87	77	105	99	99	103	111
Nc1cc2c3c(cccc3c1)C(=O)N(CCN1CCCC1)C2=O	50	34	7.8*	0.7*	66	4.2*	48	49
COc1ccc(C2CC(c3cc4ccccc4oc3=O)=NN2c2ccc(S(N)(=O)=O)cc2)cc1OC (stereo not drawn)	100	90	96	84	109	94	/	96
N#CC12CC(O)(CC(c3ccccc3)C1(C#N)C#N)NC2=O (stereo not drawn)	109	102	/	93	118	112	107	122
O=C(c1c[nH]c2ccccc12)C(Sc1nc2ccccc2c(=O)[nH]1)c1ccccc1 (stereo not drawn)	97	93	108	106	88	98	26	96
COc1ccc(C2N=C(SCC(=O)Nc3ccc(S(=O)(=O)NC(C)=O)cc3)NC(C)=C2C(C)=O)cc1 (stereo not drawn)	112	114	98	119	111	111	/	103
O=S(=O)(NCCNc1nccc(-c2c(-c3cccc(F)c3)nc3occn23)n1)c1ccc(Br)cc1	90	80	70	81	94	62	68	94

All compounds of this part, previewed entries included:
SMILES	OVCAR-3	OVCAR-8	CAKI-1	A498	OVCAR-5	ACHN	RXF 393	OVCAR-4
O=C(O)c1ccccc1Cc1ccccc1	126	95	86	116	100	100	87	148
CO[C@H]1CC[C@@]2(C)C(=CC[C@H]3[C@@H]4CC[C@H]([C@H](C)CCCC(C)C)[C@@]4(C)CC[C@@H]32)C1	118	106	97	76	101	94	117	103
COc1ccc2[nH]c(=O)c(C3C4=C(CC(C)(C)CC4=O)Nc4c3c(C)nn4-c3ccccc3)cc2c1 (stereo not drawn)	101	98	102	104	105	97	99	91
CC(C)C(C(=O)N(C)CC(O)c1ccc(O)cc1)N1C(=O)/C(=C/c2ccc(Br)cc2)SC1=S (stereo not drawn)	93	90	98	97	116	110	92	81
Cc1ccnc(NS(=O)(=O)c2ccc(N=Nc3ccc(O)c4ncccc34)cc2)n1	96	87	77	105	99	99	103	111
Nc1cc2c3c(cccc3c1)C(=O)N(CCN1CCCC1)C2=O	50	34	7.8*	0.7*	66	4.2*	48	49
COc1ccc(C2CC(c3cc4ccccc4oc3=O)=NN2c2ccc(S(N)(=O)=O)cc2)cc1OC (stereo not drawn)	100	90	96	84	109	94	/	96
N#CC12CC(O)(CC(c3ccccc3)C1(C#N)C#N)NC2=O (stereo not drawn)	109	102	/	93	118	112	107	122
O=C(c1c[nH]c2ccccc12)C(Sc1nc2ccccc2c(=O)[nH]1)c1ccccc1 (stereo not drawn)	97	93	108	106	88	98	26	96
COc1ccc(C2N=C(SCC(=O)Nc3ccc(S(=O)(=O)NC(C)=O)cc3)NC(C)=C2C(C)=O)cc1 (stereo not drawn)	112	114	98	119	111	111	/	103
O=S(=O)(NCCNc1nccc(-c2c(-c3cccc(F)c3)nc3occn23)n1)c1ccc(Br)cc1	90	80	70	81	94	62	68	94
O=C(Cn1nncc1CN1C(=O)CSC1=O)Nc1ccccc1	107	103	93	107	103	97	117	102
CC(C)(C)c1ccc(C(=O)Nc2ccc(C(=O)NNC(=O)CCCCCCCC(=O)NNC(=O)c3ccc(NC(=O)c4ccc(C(C)(C)C)cc4)cc3)cc2)cc1	96	80	36	97	77	48	117	86
COc1ccc(-c2ccc(-c3ccc(-c4ccc(C(=N)N)cc4)s3)s2)cc1OC	-65*	101	93	49	-12*	95	/	-53*
c1ccc2[nH]ncc2c1	110&109	106&104	99&95	100&89	97&99	104&108	105&124	103&113
Clc1ccc(CSc2cc(SCc3ccc(Cl)cc3Cl)nc(SCc3ccc(Cl)cc3Cl)n2)c(Cl)c1	105	113	105	105	135	104	117	115
C=C(C)[C@@H](/C=C/[C@@H](C)[C@H]1CC[C@H]2C3=CC[C@H]4C[C@@H](O)CC[C@]4(C)[C@H]3CC[C@]12C)CC	126	92	101	98	98	104	104	100
CC1(C)COC(Cc2ccccc2)=N1	110	110	96	93	100	98	109	107
COc1ccc(-c2nc(SCC(C)C)nc(N/N=C\c3ccc(Cl)cc3)c2C#N)cc1	/	62	78	82	101	83	100	91
O=c1oc2ccc(Br)cc2c(=O)n1-c1ccc(F)cc1F	4.7*	11	-17*	-39*	20	4.9*	3.2*	15
N#C/C(=C\c1ccc(O)cc1)n1nnc2cc(F)c(F)cc21	95	88	76	88	109	94	106	89
COc1ccc(NC(=O)c2c(Nc3ccc(OC)cc3OC)[nH]n3c(=O)cc(-c4ccccc4)nc23)c(OC)c1	93	85	93	107	95	100	103	95
N#CCCC(CCC#N)c1ccccc1	129	109	/	103	112	107	97	100
C[n+]1c(/C=C/c2c[nH]c3ccccc23)ccc2ccccc21	68	40	89	55	76	77	84	55
COc1cc(/C=C2\CC/C(=C\c3cc(CN4CCOCC4)c(O)c(OC)c3)C2=O)cc(CN2CCOCC2)c1O	93	94	97	90	101	93	102	92
SMILES	OVCAR-3	OVCAR-8	CAKI-1	A498	OVCAR-5	ACHN	RXF 393	OVCAR-4
O=S(Cc1ccccc1)c1ccccc1 (stereo not drawn)	109	104	97	113	105	99	111	101
C=C(C)[C@@H]1CC[C@]2(C(=O)O)CC[C@]3(C)[C@H](CC[C@@H]4[C@@]5(C)C[C@@H](CC#CC#CC[C@@H]6C[C@]7(C)[C@H]8CC[C@@H]9[C@H]%10[C@H](C(=C)C)CC[C@]%10(C(=O)O)CC[C@@]9(C)[C@]8(C)CC[C@H]7C(C)(C)[C@H]6OC(C)=O)[C@H](OC(C)=O)C(C)(C)[C@@H]5CC[C@]43C)[C@@H]12	107	105	87	112	100	95	102	99
COc1ccc2nc(Cl)c(/C=C3/S/C(=N/O)NC3=O)cc2c1	92	93	79	97	95	100	102	94
NC(=O)c1c(Nc2ccccc2)nn2c(-c3ccc(Br)cc3)c(-c3nc4ccccc4s3)c(N)nc12	108	104	86	/	97	99	108	99
Cc1ccc(C2C(C(=O)c3ccco3)=C(O)C(=O)N2CCCN2CCOCC2)o1 (stereo not drawn)	107	94	97	123	99	109	92	111
CCOC(=O)/C(=C/c1ccc(Cl)cc1)N(CC)CC	109	104	102	105	120	111	103	117
C1=C\CCC2OC2CC/1 (stereo not drawn)	113	105	96	113	112	103	98	105
CN(C)c1ccc(-c2c(NC(C)(C)C)nc3c(OCCc4ccccc4)cccn23)cc1	20	19	12	24	22	18	-26*	31
CSc1nc2nc3c(nc2c(=O)n1C)C(=O)c1ccccc1C3=O	-64*	-8.4*	-35*	-75*	-92*	-95*	-79*	-53*
CC1CCCCN1CCOc1ccccc1Cc1ccccc1 (stereo not drawn)	93	101	92	97	108	104	97	88
CC[n+]1c2ccc(C)cc2nc2c3ccccc3c(N)cc21	68	28	/	89	79	49	75	45
Cc1cc(C(=O)CC(=O)C(F)(F)F)c(C)o1	109	97	96	115	103	110	112	88
Cn1cc(-c2csc(-c3cn(CCO)c4ccc(F)cc34)n2)c2cccnc21	50	76	78	45	66	69	70	36
COc1ccc(CCNC(=O)c2cc(-c3cc(Cl)cc(Cl)c3)oc2C)cc1	103	95	69	99	89	73	106	97
COc1ccc(Oc2nc(Cl)ncc2NC(=O)Nc2cc(OC)cc(OC)c2)cc1	99	93	/	113	123	101	113	111
CN1C(=O)N(C)C2Nn3c(s/c(=C\c4ccc([N+](=O)[O-])cc4)c3=O)=NC21 (stereo not drawn)	102	101	86	77	108	107	108	106
CCCCSc1nc(Nc2ccc(S(N)(=O)=O)cc2)c(C#N)c(-c2cc(OC)c(OC)c(OC)c2)n1	50	31	35	88	54	12	33	40
O=C(CCCl)c1ccc(Oc2ccccc2)cc1	100	93	/	59	104	103	95	83
CCN1C(=O)N(CC)C2C1N=C(SC)N2/N=C/c1ccccc1F (stereo not drawn)	107	99	83	100	95	100	100	104
CC(=O)c1nn(-c2ccc([N+](=O)[O-])cc2)cc1C(=O)c1cc2c(ccc3ccccc32)oc1=O	99	93	/	112	105	93	95	98
CCOC(=O)C(C#N)C(=N)C1C(=O)OC2CCCCC21 (stereo not drawn)	125	109	113	111	119	116	123	113
Cc1ccc(S(=O)(=O)NC(=O)Nc2nccs2)cc1	110	102	254	112	103	110	109	105
Nc1nc(-c2n[nH]c(=S)n2-c2ccccc2)cs1	99	100	101	104	104	104	101	103
COC1=CC(=O)c2ccccc2C1=O	24	65	96	107	107	76	118	70
CN(C)CC1C(=O)C2CCC1C2 (stereo not drawn)	110	103	95	96	109	118	113	109
SMILES	OVCAR-3	OVCAR-8	CAKI-1	A498	OVCAR-5	ACHN	RXF 393	OVCAR-4
CCOC(=O)Cn1c(=O)c2c3ccccc3n(C)c2n2nnc(-c3ccccc3)c12	100	113	81	134	74	92	119	102
COc1cc2oc(-c3cccc(NC(=O)[C@H](C)NC(=O)[C@@H](NC(=O)OC(C)(C)C)C(C)C)c3)cc(=O)c2c(OC)c1OC	96	63	51	118	102	69	121	77
OC(CC(O)c1ccccc1)c1ccccc1 (stereo not drawn)	105	104	93	162	109	109	106	96
CC(=O)/C=C/c1cccc2c1C(=O)NC(C)(c1cc3cc(Cl)ccc3oc1=O)N2 (stereo not drawn)	85	88	73	110	98	71	77	73
COc1ccc(-c2ccnc3c2c(-c2ccc(Cl)cc2)nn3-c2ccccc2)cc1	112	106	88	95	93	91	116	112
S=C(c1cccs1)N1CCN(c2ccccc2Cl)CC1	109	105	87	101	96	99	96	102
O=C(Cc1csc2nc(-c3ccc(Cl)cc3)cn12)N/N=C/c1ccccc1O	14	42	35	/	58	26	/	43
Clc1nc(-c2cccc3ccccc23)nc2sc3c(c12)CCCCCC3	/	96	103	96	105	100	103	101
O=c1c2ccccc2nnn1-c1ccccc1[N+](=O)[O-]	103	98	85	/	91	93	106	104
COc1cc(NC(=O)CSc2nc3ccc(Cl)cc3c(=O)n2Cc2ccccc2)cc(OC)c1OC	78	69	77	12	85	58	31	81
CCOC(=O)CN(CC)CC(=O)OCC	112	97	94	112	107	111	103	119
O=C(CCNC(=O)c1nc(-c2ccccc2)n(-c2ccccc2)n1)NO	112	100	102	/	103	106	103	115
COc1ccc([N+](=O)[O-])c(/C=C/C(=O)c2ccccn2)c1	86	/	72	83	90	69	74	72
COc1ccccc1C(=O)Nc1c(C)cccc1Cl	103	112	81	115	111	107	107	100
ClC1C2CC3C(C2)C13 (stereo not drawn)	118	99	94	100	99	111	105	97
CC1(C)C(=O)/C(=C\c2ccc(C(F)(F)F)cc2)C[C@]2(C)[C@H]3CC[C@@H]4[C@H]5[C@H](C(=O)/C=C/c6ccc(C(F)(F)F)cc6)CC[C@]5(CO)CC[C@@]4(C)[C@]3(C)CC[C@@H]12	97	80	56	94	107	92	103	97
Cc1cc(O)c(Cl)cc1O	108	90	95	98	106	105	/	103
NC(N)=NC(N)=Nc1ccccc1Cl	117	100	99	108	103	106	133	/
Cc1cc(C(N)=S)no1	122	96	102	100	107	113	101	106
CCOC(=O)C(Nc1ccccc1)C(=O)OCC	129	105	105	126	100	99	114	93
O=C(O)CCCc1ccccc1	121	97	108	121	104	108	113	117
CCCCCCCCCCCCCCNc1nc(CO)ncc1-c1ccc(C(F)(F)F)cc1	103	99	94	86	103	102	100	112
O=C(c1nc2ccccc2[nH]1)C1C(c2ccc(Br)cc2)C2CSCN2[C@@]12C(=O)Nc1ccccc12 (stereo partly drawn)	80	90	60	/	96	75	62	71
O=c1n(CC2CO2)c(=O)n(CC2CO2)n1CC1CO1 (stereo not drawn)	73	75	29	85	130	22	80	85
Nc1cc2c(cc1Br)-c1ccccc1C2=O	96	100	78	90	110	98	104	92
SMILES	OVCAR-3	OVCAR-8	CAKI-1	A498	OVCAR-5	ACHN	RXF 393	OVCAR-4
O=C(NCCO)C(F)(F)F	101	103	96	107	97	101	108	118
COc1cc(OC)c2cc(C(=O)O)c(=O)oc2c1	102	94	86	102	106	107	105	130
CC(C)Sc1nc(-c2ccccc2)c(C#N)c(N2CCOCC2)n1	/	69	52	66	60	-6.4*	46	2.4*
OCC1OC(n2cnc3c(Cl)ncnc32)CC1O (stereo not drawn)	115	104	94	106	101	96	103	120
COc1cc(/C=C2\C(=O)N(Cc3ccc(Cl)cc3)c3ccccc32)cc(OC)c1OC	-50*	/	25	26	66	41	/	48
C/C=C/CSC(C)(C)C(=O)NC	108	98	/	103	113	108	110	117
CC=C1C=C(C(C)(C)C)C(=O)C(C(C)(C)C)=C1	108&112	95&99	103&89	82&89	107&101	100&106	97&107	120&106
COc1ccc([C@H]2[C@H](C(=O)Nc3cccc(C)n3)c3ccccc3C(=O)N2c2ccc(OC)cc2)cc1	101	98	76	31	92	83	72	94
O=S(=O)(NCCNc1nccc(-c2c(-c3ccc(F)c(O)c3)nc3sccn23)n1)c1ccc(F)cc1	39	29	21	71	68	20	-4.6*	31
COc1ccc(Nc2[nH]n3c(=O)cc(C)nc3c2C(N)=O)c(OC)c1	106	97	90	86	113	97	98	99
CN(C)CCOC(=O)Nc1c(Cl)cccc1Cl	115	106	105	104	95	102	114	112
O=C(N=Nc1c(O)[nH]c2ccc(OC(F)(F)F)cc12)c1cc2ccccc2[nH]1	114	101	93	/	106	101	116	105
CC1(C)CC(=O)C2=C(C1)Oc1c(Cl)cc(Cl)cc1C2	105	97	82	87	98	103	87	88
OCCSCCCCCCCCCCSCCO	88	92	74	107	98	85	79	71
